# TDP1 inh – inhibitors of human tyrosyl-DNA phosphodiesterase TDP1; Q9NUW8; recombinant TDP1, AlphaScreen DNA substrate cleavage; Potency, µM (highest dose often 130 µM), for the others: at the highest dose activity change, negative = inhibition, most hits filed as inhibitors; 350,000 tested, 0.28% active; also: nearly all actives have a fitted effect of over 40% in size
#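 Compounds were preincubated with Tdp1 (1 nM final) for 15 min at room temperature before substrate (15 nM final) started a 5 min reaction; beads (10 ug/ml final) were then added for 10 min before AlphaScreen detection.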
# DT40 TDP1 no CPT – qHTS for Inhibitors of human tyrosyl-DNA phosphodiesterase 1 (TDP1): qHTS in cells in absence of CPT; 420,000 tested, 15% active; Potency, µM (highest dose often 46.2 µM), for inactives: at the top dose activity change, negative = growth inhibition, actives largely listed as inhibitors; DT40 Tdp1-/- hTDP1 cells, no CPT, ATP luminescence, 48 h; also: nearly all actives have a fitted effect of over 55% in size
#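 Readout: luminescence from CellTiter-Glo after 30 min in the dark at RT. Cells: DT40 Tdp1-/- with stable hTDP1, 400/well. Exposure: compounds alone, ≥48 hr, 37 °C.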
# KAT2A inh – blocks human GCN5L2 histone acetyltransferase | AID 504327 | 390,000 tested, 0.21% active | GCN5L2 HAT assay, ThioGlo1 CoA-SH fluorescence | Q92830 | Potency, µM (doses to about 58.9 µM), for the others: at the highest dose activity change, negative = inhibition, most hits filed as inhibitors
# Target sequence (Q92830 whole entry, looked up): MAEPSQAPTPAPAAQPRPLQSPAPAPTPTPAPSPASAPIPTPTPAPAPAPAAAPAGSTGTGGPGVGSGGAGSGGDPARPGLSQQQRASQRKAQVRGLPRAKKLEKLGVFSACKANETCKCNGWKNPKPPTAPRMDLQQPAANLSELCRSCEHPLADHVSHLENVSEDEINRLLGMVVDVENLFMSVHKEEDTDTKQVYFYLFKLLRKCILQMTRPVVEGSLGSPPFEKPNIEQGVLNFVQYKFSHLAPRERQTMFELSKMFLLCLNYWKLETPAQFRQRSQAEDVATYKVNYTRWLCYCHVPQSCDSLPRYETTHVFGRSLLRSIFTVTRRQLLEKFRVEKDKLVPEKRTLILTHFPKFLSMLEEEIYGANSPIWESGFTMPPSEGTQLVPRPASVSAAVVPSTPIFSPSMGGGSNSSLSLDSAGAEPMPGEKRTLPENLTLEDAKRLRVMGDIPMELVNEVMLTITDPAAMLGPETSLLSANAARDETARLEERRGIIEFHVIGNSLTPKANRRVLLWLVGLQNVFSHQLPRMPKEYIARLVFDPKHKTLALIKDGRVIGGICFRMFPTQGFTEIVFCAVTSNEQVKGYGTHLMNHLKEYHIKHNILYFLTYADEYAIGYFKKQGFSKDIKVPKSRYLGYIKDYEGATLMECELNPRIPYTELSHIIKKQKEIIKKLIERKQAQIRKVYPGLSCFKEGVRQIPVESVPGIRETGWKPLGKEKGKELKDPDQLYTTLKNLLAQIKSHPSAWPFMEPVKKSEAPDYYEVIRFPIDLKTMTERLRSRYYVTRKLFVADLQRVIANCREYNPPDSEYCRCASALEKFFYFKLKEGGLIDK
#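 GCN5L2 (20nM final) in 50mM HEPES, 0.1mM EDTA pH 7.5, 0.01% Tween-20 was preincubated 15 min at room temperature with compound, then given ThioGlo1 (50uM), H3(1-25) peptide (75uM) and acetyl-CoA (70uM); CoA-thiol fluorescence (Ex340/Em540) was read at 0 and 20 min.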
# Numbers without * were called inactive; ? = inconclusive; nt = no result given; & = joins results of further samples; [ ] = dose if it differs, or a comment. Calls follow the shape of the dose curve; as a rule, active = well fitted curve in the direction sought with a large enough effect; inconclusive = small, poorly fitted or top-dose-only effect, or another doubt; inactive = no such curve, though single readings can be large; an effect the other way counts as inactive or inconclusive. % is scaled to controls: 0 for no effect and ±100 for the full control effect; potency is read from the fitted curve at half-maximal effect. These rows are one share of the data; count on the stated rates, not on these rows.
molecule,TDP1 inh,KAT2A inh,DT40 TDP1 no CPT
COc1ccccc1CNC(=O)/C(C#N)=C/c1ccc(OC)c(OC)c1OC,nt,17%,-13%
Cc1ccc2c(c1)N(CCC(=O)NCc1ccccc1Cl)C(=O)CO2,0%,0%,-24%
Cc1cc(C(=O)N/N=C/c2cccc([N+](=O)[O-])c2O)n[nH]1,0%,-3%,?
COc1ccc(F)c(CN2CCCC(CO)(Cc3cccc(Cl)c3)C2)c1 (stereo unspecified),nt,-5%,?
CCCOC(=O)NC1CCS(=O)(=O)C1 (stereo unspecified),5%,-3%,-2%
CCCCCN1C(=O)Cn2c(nc3ccccc3c2=O)C1C (stereo unspecified),3%,-13%,?
CC(C)(Oc1ccc(Cl)cc1)C(=O)Nc1cccc(S(=O)(=O)NC2=NCCC2)c1,2%,-4%,-29%
CCN1CCOC(=O)C1CC(=O)Nc1cc(Cl)ccc1C (stereo unspecified),2%,-10%,15µM*
CC(CC(=O)O)CC(=O)Nc1ccccc1C(=O)O (stereo unspecified),4%,2%,0%
CCC1(C)Cc2ccccc2-c2nc(SC)[nH]c(=O)c21 (stereo unspecified),nt,-12%,?
Cc1ccc(C)c(Cn2nnc3c(=O)[nH]c(C(=O)Nc4ccc(F)cc4)nc32)c1,8%,2%,16µM*
CCN1CCN(C(c2cccs2)C(C)NC(=S)Nc2cc(C)ccc2C)CC1 (stereo unspecified),-2%,-11%,-1%
COC(=O)CNC(=O)CCc1nnc(C2(c3ccc(Cl)cc3)CCC2)o1,2%,-7%,-14%
COc1ccc([C@H]2CC(=O)C=C(c3ccc(OC(F)(F)F)cc3)C2)cc1OC,1%,-29%,16µM*
Cc1cccc(NC(=O)c2cccc(S(=O)(=O)NCc3ccccc3)c2)n1,nt,-11%,-17%
CCC(C)NC(=O)C1c2ccccc2C(=O)N1Cc1ccccc1OC (stereo unspecified),3%,-4%,-6%
COc1ccc(NC2CCCN(C(=O)CCN3CCCC3=O)C2)cc1OC (stereo unspecified),3%[56.1 µM],2%,5%
O=C(O)c1ccc(Cn2cnc3cccnc32)cc1,-1%,?,2%&-15%
CCC(C)(C)C1CCc2c(sc(NC(=O)C3c4ccccc4Oc4ccccc43)c2C(N)=O)C1 (stereo unspecified),2%,-28%,-1%
COC(=O)c1ccccc1NC(=O)c1cc(=O)c2ccc(C)c(C)c2o1,2%,-1%,-8%
O=C(NCC(c1cccnc1)N1CCN(c2ccccc2F)CC1)c1ccco1 (stereo unspecified),8%,-12%,23µM*
C=CCN1C(=O)/C(=C\C(C)=C\c2ccccc2)SC1=S,nt,-13%,?
Cc1cc(C)cc(NC(=O)NCc2c(-c3ccccc3)noc2C)c1,-4%,1%,-21%
COc1cccc(C(=O)Nc2cccc3ccccc23)c1OC,nt,-18%,?
O=C(Cc1ccccc1)NNC(=O)Nc1ccc(Cl)c(Cl)c1,-5%,-2%,21µM*
O=C(CCc1n[nH]c(=O)[nH]c1=O)N1CCCCC1,1%,-2%,-5%
Cc1ccn2c(=O)cc(COc3cccc(NC(=O)Nc4cccc(Cl)c4C)c3)nc2c1,5%,-10%,23µM*
CCCCCN(C(=O)COC(=O)CSc1ccc([N+](=O)[O-])cc1)c1c(N)n(CCCC)c(=O)[nH]c1=O,1%[0.505 µM],0%,-19%
COc1ccc(N2C(=O)CC(Cc3ccccc3OC)C2=O)cc1 (stereo unspecified),0%,-14%,-2%
CCCNc1nc2c(c(=O)n(C)c(=O)n2C)n1CCC(C)C,0%,-4%,16µM*

# Just DT40 TDP1 no CPT and TDP1 inh, for some of the entries so far:
Structure | DT40 TDP1 no CPT | TDP1 inh
COc1ccc([C@H]2CC(=O)C=C(c3ccc(OC(F)(F)F)cc3)C2)cc1OC | 16µM* | 1%
Cc1cccc(NC(=O)c2cccc(S(=O)(=O)NCc3ccccc3)c2)n1 | -17% | nt

# Returning to the listing with the two entries that preceded the break.
molecule,TDP1 inh,KAT2A inh,DT40 TDP1 no CPT
COc1ccc(N2C(=O)CC(Cc3ccccc3OC)C2=O)cc1 (stereo unspecified),0%,-14%,-2%
CCCNc1nc2c(c(=O)n(C)c(=O)n2C)n1CCC(C)C,0%,-4%,16µM*
O=S(=O)(Cc1ccccc1)N1CCN(Cc2ccccc2)CC1,2%,?,-17%
C/C(N)=C(/C#N)C(=O)CSc1nc2scc(-c3ccc(F)cc3)c2c(=O)n1C,-5%,-3%,?
O=C(COc1ccccc1)N[C@@H]1c2ccccc2CC[C@H]1OCc1ccccc1,-7%[56.1 µM],-5%,26µM*
Cc1[nH]c2ccccc2c1C(=O)C(=O)N1CC=C(c2ccccc2)CC1,-3%,-3%,23µM*
Clc1ccc(OCCn2cnc3ccccc32)c(Cl)c1,8%,-3%,?
COC(=O)C(C)Oc1ccc2c3c(c(=O)oc2c1)CCCCC3 (stereo unspecified),-3%,-17%,2%
COc1ccc(N(C(=O)C2CCCCC2)C2C=CS(=O)(=O)C2)c(OC)c1 (stereo unspecified),2%,4%,-21%
NC(=O)c1cc2ccncc2c2ccccc12,6%,0%,6.5µM*
COc1ccc(C(=O)N2CCN(c3cccc(Cl)c3)CC2)c(OC)c1,7%,1%,12µM*
NC(=S)N/N=C/c1cccc(/C=N/NC(N)=S)c1,1%,-3%,-24%
Cc1cc(CN2CCC(N3CCC(C(=O)NC4CC4)CC3)CC2)cc(C)c1O,0%,-8%,4%
NS(=O)(=O)c1ccc(NC(=O)c2cc(Cl)sc2Cl)cc1,2%,0%,7%
CCOc1ccc(Nc2n[nH]c(=S)s2)cc1,8%,-18%,-9%
O=[N+]([O-])/C(C(Cl)=C(Cl)Cl)=C(/NC1CC1)Sc1ccccc1,5%,-7%,23µM*
CCOC(=O)c1cn(Cc2cccc(C)c2)nn1,0%,0%,-21%
CC(C)(C)NC(=S)Nc1ccc(Br)cc1,7%,?,?
COc1ccc(C(CNC(=O)C(Cc2ccccc2)NC(N)=O)N(C)C)cc1 (stereo unspecified),nt,28%,0%
Cc1ccc(CNC(=O)c2c(-c3cccc(Br)c3)noc2C)o1,3%,3%,-13%
CCc1cccc(CC)c1NC(=S)NCc1ccc2[nH]c(C)cc2c1,11%,-3%,18µM*
Cc1cccc(C)c1OCC(=O)N(Cc1ccc(Cl)cc1)C1CCS(=O)(=O)C1 (stereo unspecified),0%,-1%,?
COc1ccc(NC(=O)CC2CC3CCC2C3)cn1 (stereo unspecified),0%,-8%,-6%
Cc1cccc(NC(=O)CSc2ccc(-c3ccco3)nn2)c1C,-3%,37%[activator],-38%
O=C1c2ccc(-c3ccc4c(c3)C(=O)N(CCCO)C4=O)cc2C(=O)N1CCCO,nt,-1%,-19%
COc1ccc(/C=C2/NC(=O)N(Cc3ccccc3F)C2=O)cc1OC,5%,-3%,?
Cc1ccc(C(=O)OCCN2CCN(c3ncc(C(F)(F)F)cc3Cl)CC2)cc1,6%,1%,?
CCCOc1ccc(NC(=O)C2CCCNC2=O)cc1 (stereo unspecified),9%,-18%,1%
O=C(COc1ccccc1Cl)NNC(=O)c1cc(S(=O)(=O)N2CCOCC2)ccc1N1CCCC1,2%,-5%,-11%
Cn1c(=O)c2c(ncn2CC(=O)Nc2ccccc2Sc2ccccc2)n(C)c1=O,-2%,2%,-29%
CCc1ccc(-c2nnn(CCC#N)n2)cc1,4%,-3%,4%
COC(=O)C(Cc1cnc(Cl)s1)(C(=O)OC)c1ccc([N+](=O)[O-])cc1[N+](=O)[O-],11%,1%,?
COc1cc(C)nc(N2CCCC(C(=O)Nc3cc(Cl)ccc3OC)C2)n1 (stereo unspecified),-2%,-7%,?
CCOC(=O)CSc1nc2cc(C(=O)N3CCC(C(N)=O)CC3)ccc2c(=O)n1C1CCCCC1,5%,1%,-11%
COc1cc(C)ccc1OCCCn1c(-c2ccc(Cl)cc2)nc2ccccc2c1=O,nt,-2%,-14%
Cc1cc(C(=O)CCC(=O)N(C)CC(=O)Nc2c(Cl)cccc2Cl)c(C)s1,6%,1%,12µM*
CCOC(=O)CSc1nc2ccsc2c(=O)[nH]1,3%,-9%,-18%
COc1ccc(CN(CC(=O)NC2CCCC2)C(=O)CCC(=O)Nc2nccs2)cc1,-3%,1%,-12%
Cc1ccc(-n2nc(CO)c(C(=O)NCCc3ccccc3)n2)cc1,7%,3%,3%
Fc1ccc(Nc2nc(NCc3ccco3)c3ccccc3n2)cc1,nt,-4%,6.5µM*
COc1cccc(-c2nccc(N(C)Cc3ccco3)n2)c1,nt,-20%,-17%
Cc1ccc(S(=O)(=O)N2CCOCC2)cc1C(=O)OCC(=O)c1ccc[nH]1,-5%,-4%,-12%
Cc1ccc(C(=O)Nc2ccn(C)n2)cc1,-1%,1%,12%
COc1cc(Cl)c(C)cc1NC(=O)c1sc2nc(C)cc(C)c2c1N,4%,-3%,-25%
O=S(=O)(c1ccc(Oc2ncnc3scc(-c4ccccc4)c23)cc1)N1CCOCC1,4%,-8%,18µM*
Cc1cc(NC(=O)Cn2nnc(-c3ccccc3N)n2)no1,3%,-2%,?
Cc1ccc(NC(=O)Cc2nnc(SCC(=O)NC3CCCC3)n2C)c(C)c1,nt,-4%,-42%
O=C(CCN1CCC(c2cccs2)=N1)c1cccs1,6%,-3%,5.2µM*
CCOc1ccc(C(=O)N/N=C/c2ccc(SC)cc2)cc1,2%,-1%,-20%
COc1ccc(CN2CCSCC2)cc1O,3%,-3%,5%
C/C(CC(=O)Nc1cccnc1)=N\NC(=O)C(=O)Nc1cccc(C)c1,3%,-1%,-29%
Cc1ccnc(SCc2ccc([N+](=O)[O-])cc2)n1,3%,-3%,10%
O=C(CNS(=O)(=O)c1ccccc1)NCc1ccco1,2%,-5%,16%
CCOc1ccc(/C=C2\SC(=S)N(CC(=O)NCCCN3CCOCC3)C2=O)cc1,nt,-8%,-3%
COc1cccc(C(=O)/C=C2\Sc3ccccc3N2C)c1,-8%,-8%,?
Cc1ccc2c(c1)cc1c(=O)n(CC(=O)NCCN3CCCC3)nc(C)n12,-2%,-20%,-23%
O=c1c2c3c(sc2n(Cc2cc(=O)n4ccccc4n2)c(=O)n1-c1ccccc1)CCC3,-3%,-3%,-9%
CCn1c(SCC(=O)Nc2ccc(C(C)=O)cc2)nc2c([nH]c3ccccc32)c1=O,0%,0%,?
Cc1cccc(CSc2ccc(-c3cccs3)nn2)c1,-5%&-5%,-9%&-20%,-24%&2%
N#Cc1ccc(CN2CC3(CCN(C(=O)c4cccc(F)c4)CC3)C2)cc1,nt,-3%,?
Cc1c([N+](=O)[O-])c(C(=O)NC2CCCCC2)nn1C,3%,-4%,9%
O=C(Nc1cccc2c1C(=O)NC2=O)c1cccnc1Cl,1%,-8%,2%

# Next section
molecule,TDP1 inh,KAT2A inh,DT40 TDP1 no CPT
CC1=C(C(=O)OC(C)C)C(C)NC(=O)N1 (stereo unspecified),0%,-13%,-1%
Cc1ccc(S(=O)(=O)N2CCOCC2)cc1NC(=O)COC(=O)CNC(=O)c1ccc(C(C)(C)C)cc1,-8%,-3%,-12%
COc1ccc(N2CCN(C(=O)C(C)n3nc(C)c4sc5ccccc5c4c3=O)CC2)cc1 (stereo unspecified),0%,-10%,16µM*
CC(=O)c1c(C)n(-c2ccc(Br)cc2)c2ccc(O)cc12,4%,-12%,-1%
COc1cccc(C(=O)N2CCN(c3ncccn3)CC2)c1,-10%,3%,5%
CC(C)S(=O)(=O)C/C(N)=N/OS(=O)(=O)c1ccc(Cl)cc1,8%,-3%,6%

# Compound profiles (already shown):
# COc1ccc(C(=O)N2CCN(c3cccc(Cl)c3)CC2)c(OC)c1 across the screens: TDP1 inh = 7%; KAT2A inh = 1%; DT40 TDP1 no CPT = 12µM*
# CCn1c(SCC(=O)Nc2ccc(C(C)=O)cc2)nc2c([nH]c3ccccc32)c1=O across the screens: TDP1 inh = 0%; KAT2A inh = 0%; DT40 TDP1 no CPT = ?
# O=C(CCc1n[nH]c(=O)[nH]c1=O)N1CCCCC1 across the screens: TDP1 inh = 1%; KAT2A inh = -2%; DT40 TDP1 no CPT = -5%

# High-throughput results deposited in PubChem by National Center for Advancing Translational Sciences (NCATS).
